Hsp70 act: transcriptional activators of Hsp70. HeLa Hsp70 promoter luciferase reporter, luminescence; scaled: vehicle 0, proteasome-inhibitor control 100%. activation, % at 10 µM. 200,000 compounds, 0.04% hits. AID 1203;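 active means activation above the mean across all tested compounds plus 3 SD, cutoff set per campaign, cut at about 5.5% in these data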;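 further: 100% = MG132 at 30 µM as the positive control and 0% = DMSO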
TLR4-MyD88 BLA: blocks binding of human TLR4 to MyD88; O00206+Q99836; HeLa CL3-4 TLR4/MyD88 BLA complementation, FRET ratio; inhibition, % at 8.4 µM; 200,000 compounds, 0.18% hits; in the data active means inhibition above about 25%;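 further: 0% = vehicle and 100% = reference inhibitor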
Target sequence (O00206 whole entry, looked up): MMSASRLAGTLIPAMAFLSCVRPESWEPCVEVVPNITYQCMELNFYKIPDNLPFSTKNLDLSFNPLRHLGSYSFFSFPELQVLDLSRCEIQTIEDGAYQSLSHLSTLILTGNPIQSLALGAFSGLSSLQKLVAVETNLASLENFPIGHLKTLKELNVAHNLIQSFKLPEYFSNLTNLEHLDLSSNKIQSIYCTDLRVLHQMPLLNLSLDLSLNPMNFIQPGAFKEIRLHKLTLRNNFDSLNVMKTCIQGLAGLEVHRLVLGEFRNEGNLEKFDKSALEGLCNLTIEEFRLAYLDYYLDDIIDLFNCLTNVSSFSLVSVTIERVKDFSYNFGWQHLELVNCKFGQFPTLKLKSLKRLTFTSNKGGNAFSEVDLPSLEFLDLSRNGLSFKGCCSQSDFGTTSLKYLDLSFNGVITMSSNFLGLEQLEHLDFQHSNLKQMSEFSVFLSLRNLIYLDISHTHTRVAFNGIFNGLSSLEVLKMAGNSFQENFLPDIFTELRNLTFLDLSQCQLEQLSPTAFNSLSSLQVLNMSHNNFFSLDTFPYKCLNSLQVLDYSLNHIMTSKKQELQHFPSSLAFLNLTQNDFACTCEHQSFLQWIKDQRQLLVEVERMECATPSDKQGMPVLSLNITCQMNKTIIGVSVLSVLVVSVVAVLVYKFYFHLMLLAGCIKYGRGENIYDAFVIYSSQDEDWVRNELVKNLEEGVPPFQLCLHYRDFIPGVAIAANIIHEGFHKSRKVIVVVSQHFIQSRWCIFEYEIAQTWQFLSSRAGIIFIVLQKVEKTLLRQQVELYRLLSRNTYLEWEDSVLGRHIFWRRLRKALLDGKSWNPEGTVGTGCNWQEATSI
Target sequence (Q99836 whole entry, looked up): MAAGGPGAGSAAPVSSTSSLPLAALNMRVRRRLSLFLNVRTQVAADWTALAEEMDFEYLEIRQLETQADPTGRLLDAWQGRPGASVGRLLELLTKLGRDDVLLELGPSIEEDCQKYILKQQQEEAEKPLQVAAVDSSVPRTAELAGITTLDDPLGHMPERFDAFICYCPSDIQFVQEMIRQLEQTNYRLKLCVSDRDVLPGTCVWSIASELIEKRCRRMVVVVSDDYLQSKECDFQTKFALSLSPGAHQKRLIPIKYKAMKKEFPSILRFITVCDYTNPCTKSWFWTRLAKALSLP
STAT1 act: increases IFN-gamma driven STAT1 reporter signal. AID 932. activation (% of control), % at 5.5 µM. NIH 3T3 STAT1-luciferase reporter, luminescence; 100% = IFN-gamma alone, no compound. 200,000 compounds, 2.6% hits;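 active means activation above the screen-wide mean activation plus 3 SD, cut at about 130% in these data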;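 further: raw ratio to IFN-gamma control signal so 100% means no change and 0% no light; values of inactives mirror those of a sister screen read the other way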
STAT3 act: STAT3 signaling activation | 190,000 compounds, 0.91% hits | U3A cells, IL-6 STAT3-luciferase reporter, luminescence; 100% = signal with IL-6 EC80 alone | activation (% of control), % at 5.6 µM;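 active means activation above the screen-wide mean of compound activation plus 3 SD, cut at about 130% in these data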;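 further: 0% = background luminescence of wells with medium and substrate only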
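Detection: reporter luminescence signal / Assay system: STAT1-lacking human U3A cells, STAT3 luciferase reporter / Incubation: compound pre-incubation 1 h before IL-6, then 6 h stimulation at 37 °C / Control set: IL-6-only high control / Read-out: % activation relative to IL-6 control / Probe or stimulus: Interleukin-6, 33 ng/mL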
Redox H2O2 prof: compounds producing H2O2 with reducing agent – biochemical, NIH compound library profiling, artefact control for MLSCN library redox annotation, primary screen; DTT-dependent redox cycling H2O2, phenol red/HRP absorbance; 100% = 100 µM peroxide control, 0% = buffer; 200,000 compounds, 0.03% hits; activation, % at 10 µM; AID 878;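 active means activation of at least 50% relative to the plate's high and low controls in the primary single-dose screen; inactive means activation below 50%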;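 further: compound incubated with DTT at 0.8 mM final as the reducing agent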
HMGR II inh: inhibitors of class II HMG-CoA reductase from Enterococcus faecalis. purified E. faecalis HMGR, NADPH absorbance 340 nm kinetic. inhibition, % at 10 µM. 190,000 compounds, 0.41% hits;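 active means inhibition above a set limit, the median over all tested compounds plus 3 SD, cut at about 9.5% in these data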;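 further: enzyme runs in reverse so mevalonate oxidation gives rising NADPH absorbance; 0% = complete reaction with DMSO and 100% = background rate lacking mevalonate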
STAT3 inh: inhibitors of IL-6 induced STAT3 signaling. U3A cells, IL-6 STAT3-luciferase reporter, luminescence; host cell line lacks STAT1. inhibition, % at 5.5 µM. 190,000 compounds, 0.89% hits;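 active means inhibition above the mean inhibition across all screened compounds plus 3 SD, cut at about 44% in these data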;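 further: 0% = DMSO only wells and 100% = 100 µM nifuroxazide control wells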
APP 5'UTR act: activates APP 5'UTR luciferase reporter | SH-SY5Y APP 5'UTR luciferase reporter, luminescence; zero percent = DMSO vehicle wells | 190,000 compounds, 1% hits | AID 1276 | activation, % at 2 µM;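 active means activation above a set limit, based on mean plus 3 SD of controls, cut at about 140% in these data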; further: values of inactives mirror those of a sister screen read the other way
NF-kB neuron act: compounds increasing NF-kB expression in human neuronal cells; NF-kB reporter expression; active compounds read high; fold change at 12.5 µM; 190,000 compounds, 1.6% hits; AID 1239; in the data active means fold change above about 3.3
STAT1 inh: reduces IFN-gamma driven STAT1 reporter signal. NIH 3T3 STAT1-luciferase reporter, luminescence. inhibition, % at 5.5 µM. 200,000 compounds, 0.35% hits. AID 920;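 active means inhibition above a set limit, the mean inhibition across all tested compounds plus 3 SD, cut at about 34% in these data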;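 further: 0% = IFN-gamma with DMSO and 100% = IFN-gamma with 300 µM nifuroxazide; values of inactives mirror those of a sister screen read the other way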
Numbers without * were called inactive; . = no result given.

Every second line gives: Hsp70 act, TLR4-MyD88 BLA, STAT1 act, STAT3 act, Redox H2O2 prof, HMGR II inh, STAT3 inh, APP 5'UTR act, NF-kB neuron act, STAT1 inh
- COc1ccc(C(=O)NCC2OCCc3ccccc32)cc1 (stereo not drawn)
  -0.1, -13, 110, 86, 2.6, 3, 20, 14, 1.2, -11
- COc1cccc(C(=O)Nc2c(F)c(F)c(F)c(F)c2F)c1
  0.3, -2, 98, 100, 5.5, 0, 3, -2, 1.3, 2
- COc1ccccc1N(C)S(=O)(=O)c1ccc(C(=O)OCC(=O)N(C(C)C)C(C)C)cc1
  -0.1, -2, 100, 99, -0.5, 3, 2, 5, 1, 0
- CCOc1cc(CNc2ccc(CNc3ncn[nH]3)cc2)ccc1OCc1ccccc1
  -0.5, -2, 107, 104, 0.8, -8, -6, -12, 1.1, -8
- C/C(=N\NC(=O)C1CC1)c1ccc(NC(=O)c2ccc(Br)o2)cc1
  -0.1, 2, 103, 92, -1.5, -3, 12, 36, 1.3, -3
- CC(C)Cn1c(N)c(C(=O)NCC2CCCO2)c2nc3ccccc3nc21 (stereo not drawn)
  -0.2, -23, 108, 95, -0.7, -1, 12, -10, 0.48, -8
- CCOC(=O)Nc1ccc2c(c1)N(C(=O)CN1CCN(C)CC1)c1ccccc1S2
  0.2, -11, 106, 99, 0.7, -2, 3, 12, 1.2, -6
- O=C(c1ccco1)N1CCN(CC(=O)N2CCCc3c2c(=O)oc2ccc(O)cc32)CC1
  -0.4, -7, 96, 100, -0.2, -2, 7, -4, 0.85, 4
- CCOc1cc(NC(=S)NCC2CCCO2)c(OCC)cc1NC(=O)c1ccccc1F (stereo not drawn)
  -0.1, 2, 104, 98, -2.1, -4, 2, 1, 0.49, -4
- CC1CN(S(=O)(=O)c2cn(C)c(=O)n(C)c2=O)CC(C)O1 (stereo not drawn)
  -0.3, 6, 107, 114, 0.1, -2, -7, -11, 1.1, -7

Next part (4 carried over from the part before).
Every second line gives: Hsp70 act, TLR4-MyD88 BLA, STAT1 act, STAT3 act, Redox H2O2 prof, HMGR II inh, STAT3 inh, APP 5'UTR act, NF-kB neuron act, STAT1 inh
- CCOC(=O)Nc1ccc2c(c1)N(C(=O)CN1CCN(C)CC1)c1ccccc1S2
  0.2, -11, 106, 99, 0.7, -2, 3, 12, 1.2, -6
- O=C(c1ccco1)N1CCN(CC(=O)N2CCCc3c2c(=O)oc2ccc(O)cc32)CC1
  -0.4, -7, 96, 100, -0.2, -2, 7, -4, 0.85, 4
- CCOc1cc(NC(=S)NCC2CCCO2)c(OCC)cc1NC(=O)c1ccccc1F (stereo not drawn)
  -0.1, 2, 104, 98, -2.1, -4, 2, 1, 0.49, -4
- CC1CN(S(=O)(=O)c2cn(C)c(=O)n(C)c2=O)CC(C)O1 (stereo not drawn)
  -0.3, 6, 107, 114, 0.1, -2, -7, -11, 1.1, -7
- Cc1cc(SC2CCOC2=O)nc2ccccc12 (stereo not drawn)
  -0.2, -4, 94, 104, -0.3, -2, -3, -3, 0.98, 5
- Cc1cc(C)c2nc3s/c(=C/c4ccc5c(c4)n(C)c(=O)n5C)c(=O)n3c2c1
  -0.2, 0, 93, 102, -2.9, 0, 4, 14, 0.97, 9
- Cc1cc(C)n(S(=O)(=O)c2cccc(Cl)c2Cl)n1
  -0.2, 4, 101, 98, -0.8, ., 10, 12, ., -1
- Cn1cccc1Cc1nnc(SCC(=O)N2CCc3ccccc32)n1CCc1ccccc1
  -0.1, 1, 95, 124, -1.4, -1, -29, -10, 0.4, 6
- Cc1ccc(-c2cc(C(=O)OC3CCOC3=O)c3ccccc3n2)c(C)c1 (stereo not drawn)
  -0.3, 2, 102, 100, -0.1, -3, 4, 3, 1.2, -5
- CC(C)N1C(=O)CCC1C(=O)N1CCC(Cc2ccccc2)CC1 (stereo not drawn)
  0.2, 4, 102, 94, 0.4, -1, 7, 8, 1.2, -2
- COc1ccc(-c2nn(-c3ccccc3)cc2/C=C(\C#N)S(=O)(=O)c2ccccc2)cc1OC
  -0.2, -15, 89, 95, 0.1, -1, 4, -4, 1.1, 12
- CCN(CC)S(=O)(=O)c1cccc(NC(=O)COc2ccc(F)cc2Br)c1
  -0.2, -7, 98, 90, -0.6, 0, 19, 4, 1.1, 0
- Cc1ccc(NC(=O)CC(=O)Nc2ccc(C)cc2)cc1
  -0.2, -1, 110, 101, 0.7, -1, 4, -1, 0.95, -11
- CC(C)(C)C1=CC(=O)C(=O)C(C(C)(C)C)=C1
  0.4, -2, 95, 111, -0.1, 3, -15, -47, 1.2, 5
- COc1ccc(CCNC(=O)C/C(C)=N/NC(=O)C23CC4CC(CC(C4)C2)C3)cc1OC
  -0.1, -4, 113, 98, 8.6, -4, 0, 30, 0.62, -15
- CCN(CC)CCCn1c(=S)[nH]c2ccc(Cl)cc2c1=O
  -0.2, 6, 100, 97, -3.9, -3, 9, 7, 1.3, -1
- Cc1n[nH]c(C)c1C(=O)CC1(O)C(=O)N(Cc2ccccc2)c2ccc(Br)cc21 (stereo not drawn)
  -0.4, 4, 97, 98, 0.1, 2, 2, -8, 0.79, 2
- CCN1CCN(C(=O)c2ccc(Cl)c(S(=O)(=O)N3CCCCCC3)c2)CC1
  -0.3, -4, 98, 97, 0.0, -4, 6, -8, 1.7, 1
- Cc1ccc(C)c2sc(NC(=O)c3nc4ccccc4s3)nc12
  -0.2, 6, 100, 100, 0.2, -5, 0, -4, 0.96, 0
- CCOC(=O)/C=c1\s/c(=C\c2ccccc2C)c(=O)n1CC(=O)NCc1ccc2c(c1)OCO2
  -0.5, 11, 87, 102, 1.6, -3, -7, -5, 0.92, 14
- Cc1ccc(C)c(SCc2noc(C(=O)NC(C)C)c2C(=O)O)c1
  -0.1, 1, 97, 112, 15, 0, -13, 3, 1, 4
- Cc1cc(C)c2c(c1)cc(C)c1nnc(SCC(=O)Nc3cc(C)on3)n12
  -0.1, 8, 92, 91, 0.0, -5, 12, -8, 1.1, 9
- CCC(=O)Nc1ccc(Cl)c(NC(=S)NC(=O)COc2ccc(Cl)cc2)c1
  -0.3, 4, 103, 96, -0.2, -3, 7, 4, 0.97, -3
- CC1(c2ccc(C#N)cc2)NC(=O)N(CC(=O)Nc2cc(S(=O)(=O)N3CCOCC3)ccc2Cl)C1=O (stereo not drawn)
  -0.3, 2, 96, 103, -0.9, -3, -2, 7, 1.1, 3
- Cc1ccc(N(CC(=O)O)S(=O)(=O)c2cccc3nonc23)cc1
  -0.3, -4, 101, 100, 1.6, -2, 4, -19, 1.1, -1
- COc1ccc(N2C(=O)CC(N3CCN(c4ccc(S(C)(=O)=O)cc4)CC3)C2=O)cc1 (stereo not drawn)
  -0.3, -14, 96, 98, 0.2, -1, 2, -14, 0.9, 1
- COc1ccc(-c2n[nH]c(=S)n2N)c(OC)c1
  -0.2, 8, 93, 99, -1.9, -10, 8, -4, 0.86, 6
- CC(C)OC(=O)c1sc2nc3c(cc2c1N)C(=O)CCC3
  0.8, -14, 101, 93, -0.3, -9, 14, 80, 2, -2
- O=C(NCc1ccncc1)C1=NN(c2ccccc2)C(=O)CC1
  0.0, -9, 103, 112, -0.1, 0, -13, 9, 1.1, -5
- O=C(COC(=O)C1=COCCO1)Nc1ccccc1OC(F)F
  0.1, 4, 101, 96, -2.0, 1, 8, 2, 1.2, -3
- O=c1c2cc3ccccc3n2cnn1Cc1ccccc1F
  0.0, 7, 89, 112, -2.5, 6, -7, 9, 1.2, 13
- CCS(=O)(=O)c1ccc(O)c(NC(=O)COc2ccccc2)c1
  -0.3, -2, 97, 87, 16, 1, 16, -10, 0.99, 3
- COc1cc(C(=O)N=c2sc3ccccc3n2C)cc(OC)c1OC
  -0.1, 13, 109, 88, -2.6, -4, 20, 19, 1, -11
- CSc1nc2sc3c(c2c(=O)[nH]1)CCC3
  0.0, -7, 98, 85, 0.1, 4, 17, -3, 1.1, 3
- O=c1ccnc(Nc2ccc3c(c2)OCCO3)[nH]1
  -0.3, 8, 104, 87, -1.6, -1, 24, 3, 1, -5
- Nn1c(SCC(=O)NC(=O)NCc2ccccc2)nnc1C1CC1
  -0.2, -4, 94, 103, 2.1, 0, 5, 13, 1.1, 6
- Brc1ccccc1C1=Nn2c(nnc2-c2ccccc2)SC1
  -0.3, 1, 96, 137*, -0.1, -11, -38, -2, 2.5, 5
- Cc1nn(C)c(C)c1CNC(=O)Nc1cccc(Cl)c1C
  -0.2, 8, 107, 105, -0.9, 0, -4, 8, 0.94, -9
- O=C1c2ccccc2C(=O)N1CCCON1C(=O)c2ccccc2C1=O
  -0.3, 3, 93, 96, -0.7, 0, 6, -2, 1.4, 8
- Cn1c(=O)c2c(nc(CN3CCC(Cc4ccccc4)CC3)n2CCN2CCOCC2)n(C)c1=O
  -0.1, 11, 97, 100, -2.0, -1, 7, -3, 0.76, 4
- Cc1cc(C)c(NC(=O)C2CCCN2CCOC(=O)c2ccccc2)c(C)c1 (stereo not drawn)
  -0.3, 11, 99, 106, -0.1, -7, -4, 8, 2, 1
- COc1ccc(N2CCN(C(=O)C3COc4ccccc4O3)CC2)cc1 (stereo not drawn)
  -0.2, 2, 99, 98, -0.7, -1, 0, -3, 1.6, 1
- O=C(Nc1ccc(Br)cc1)c1cccnc1N1CCCCC1
  -0.1, -3, 96, 98, 0.1, -6, 2, 7, 1.7, -3
- Fc1ccc(N2CCN(Cc3nnc(-c4ccccc4)o3)CC2)cc1
  -0.4, 1, 106, 112, -0.1, -4, -11, -2, 1.3, -6

In the list so far, two contain a cyano group:
Every second line gives: Hsp70 act, TLR4-MyD88 BLA, STAT1 act, STAT3 act, Redox H2O2 prof, HMGR II inh, STAT3 inh, APP 5'UTR act, NF-kB neuron act, STAT1 inh
- COc1ccc(-c2nn(-c3ccccc3)cc2/C=C(\C#N)S(=O)(=O)c2ccccc2)cc1OC
  -0.2, -15, 89, 95, 0.1, -1, 4, -4, 1.1, 12
- CC1(c2ccc(C#N)cc2)NC(=O)N(CC(=O)Nc2cc(S(=O)(=O)N3CCOCC3)ccc2Cl)C1=O (stereo not drawn)
  -0.3, 2, 96, 103, -0.9, -3, -2, 7, 1.1, 3

Screens deposited in PubChem BioAssay by several laboratories.
